High-throughput results as filed in PubChem BioAssay.
ADAM10 inh = ADAM10 inhibition, QFRET primary screen; O14672; recombinant ADAM10, EDANS/DABCYL FRET peptide cleavage, 3 h; inhibition, % at 7 µM; 0.62% of 370,000 active; AID 720582;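 active = inhibition above a per-campaign cutoff equal to the mean of compounds falling between control-based bounds plus 3 SD, cut at about 20% in these data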;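 also: 0% = DMSO wells while the 100% control is not disclosed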
ASAP1 GAP inh = inhibitors of human ASAP1 ArfGAP activity; Q9ULH1; ASAP1-stimulated ARF1 GTP hydrolysis, GDP FP detection; inhibition, % at 16.5 µM; 0.19% of 360,000 active; in the data active = inhibition above about 25%;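 also: 0% = vehicle with enzyme and substrate and 100% = no enzyme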
DDE Tn7 FP inh = inhibitors of Tn7 peptide binding to human fibrin DD(E); P02675; FP displacement of FITC-Tn7 peptide from fibrin DD(E); 0% = median of compound wells per plate; inhibition, % at 8.3 µM; 0.13% of 370,000 active; AID 720508;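 active = inhibition above the mean of compounds falling within the control limits plus 3 SD of them, cut at about 14% in these data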;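 also: 0% = plate median of compound wells and 100% = 10 µM Aha-Tn7 peptide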
Target sequence (P02675 whole entry, looked up): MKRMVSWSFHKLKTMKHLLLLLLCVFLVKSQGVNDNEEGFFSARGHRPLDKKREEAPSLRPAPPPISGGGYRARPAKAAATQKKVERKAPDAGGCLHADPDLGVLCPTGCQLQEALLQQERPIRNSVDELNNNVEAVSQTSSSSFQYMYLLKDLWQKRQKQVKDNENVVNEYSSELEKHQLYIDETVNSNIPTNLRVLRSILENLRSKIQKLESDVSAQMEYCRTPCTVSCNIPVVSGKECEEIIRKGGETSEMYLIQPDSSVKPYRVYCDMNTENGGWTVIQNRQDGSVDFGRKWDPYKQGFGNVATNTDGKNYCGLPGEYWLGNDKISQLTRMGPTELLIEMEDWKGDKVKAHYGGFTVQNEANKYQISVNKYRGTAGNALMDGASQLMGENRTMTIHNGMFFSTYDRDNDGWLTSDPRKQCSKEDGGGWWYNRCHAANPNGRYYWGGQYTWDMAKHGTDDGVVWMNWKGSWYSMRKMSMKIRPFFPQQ
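System: human fibrin DD(E); quantity: Fibrin-DD(E) at 2 µM final; also added: fluorescent Tn7 probe at 0.1 µM; compound dosing: single nominal test concentration of 8.3 µM per compound; schedule: 10 min preincubation, 3 h with tracer, room temperature; detection: fluorescence polarization of the labelled Tn7 tracer; repeats: one replicate per compound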
ARFGAP1 inh = inhibitors of rat ARFGAP1 | 0.26% of 360,000 active | Arfgap1-stimulated ARF1 GTP hydrolysis, GDP FP detection | Q62848 | inhibition, % at 16.5 µM;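 active = inhibition above a per-plate limit, mean inhibition of low control wells plus 3 SD, cut at about 25% in these data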;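 also: 0% = DMSO wells with enzyme and 100% = wells lacking Arfgap1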
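Repeats: one replicate per compound; assay system: rat Arfgap1 catalytic domain, aa 1-136; times: enzyme reaction 120 min at 25 °C after 20 min preincubation; detection: FP of antibody-bound GDP Alexa 633 tracer, ex 620/em 688 nm; benchmarks: high control wells lacking Arfgap1, low control full reaction with DMSO; reagent: human ARF1(Δ1-17)-GTP substrate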
SIAE primary = inhibitors of human sialic acid acetylesterase SIAE. Q9HAT2. SIAE FP-Rh probe binding, fluorescence polarization. inhibition, % at 9.66 µM. 0.69% of 370,000 active;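 active = inhibition above a cutoff: mean of compounds within the control limits plus 3 SD of those, cut at about 17% in these data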;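 also: 0% = plate median of compound wells and 100% = probe without SIAE protein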
Target sequence (Q9HAT2 whole entry, looked up): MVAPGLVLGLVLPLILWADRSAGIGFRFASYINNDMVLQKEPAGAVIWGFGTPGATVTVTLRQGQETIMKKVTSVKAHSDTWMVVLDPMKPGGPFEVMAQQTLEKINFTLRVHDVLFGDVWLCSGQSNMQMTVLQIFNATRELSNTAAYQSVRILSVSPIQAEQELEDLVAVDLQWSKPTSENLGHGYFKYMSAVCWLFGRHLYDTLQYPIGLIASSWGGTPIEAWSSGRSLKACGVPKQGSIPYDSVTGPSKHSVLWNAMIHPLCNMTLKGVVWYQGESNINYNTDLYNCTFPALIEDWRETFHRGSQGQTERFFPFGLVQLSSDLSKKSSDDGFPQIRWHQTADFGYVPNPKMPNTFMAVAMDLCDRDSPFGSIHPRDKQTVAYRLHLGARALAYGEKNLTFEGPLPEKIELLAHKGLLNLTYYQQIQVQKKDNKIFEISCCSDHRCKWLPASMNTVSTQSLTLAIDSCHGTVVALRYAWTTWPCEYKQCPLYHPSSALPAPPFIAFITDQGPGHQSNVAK
ADAM17 inh = inhibitors of human ADAM17; P78536; recombinant ADAM17, EDANS/DABCYL FRET peptide cleavage; inhibition, % at 6.95 µM; 0.83% of 370,000 active;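 active = inhibition above the mean of compounds lying between control limits plus 3 SD, set per campaign, cut at about 8.5% in these data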;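 also: 0% = DMSO-only wells as the low control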
DDE Tn6 FP inh = DD(E)-Tn6 binding inhibition, primary FP screen. P02675. Fibrin DD(E) TRITC-Tn6 fluorescence polarization displacement. inhibition, % at 8.3 µM. 0.21% of 370,000 active. AID 720509;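 active = inhibition above a per-campaign cutoff: mean of compounds within control limits plus 3 SD, cut at about 15% in these data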;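 also: 0% = median of all compound wells on the plate and 100% = blocking peptide control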
PLCg1 inh = inhibitors of human phospholipase C gamma1; AID 720700; inhibition, % at 12.2 µM; 0.84% of 370,000 active; purified PLC-gamma1, fluorogenic substrate, fluorescence; in the data active = inhibition above about 9.5%
PLCb3 inh = inhibitors of human phospholipase C beta3. Q01970. Purified PLC-beta3, fluorogenic substrate, fluorescence. inhibition, % at 12.2 µM. 0.18% of 370,000 active; in the data active = inhibition above about 11%;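 also: 0% = median of compound wells on plate and 100% = full blocker control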
TDP2 inh = TDP2 (human) inhibition, absorbance primary screen; O95551; inhibition, % at 12.8 µM; recombinant TDP2, T5PNP hydrolysis, p-nitrophenol absorbance 415 nm; AID 720702; 0.34% of 370,000 active;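 active = inhibition above the mean of all tested compounds plus 3 SD, set per campaign, cut at about 25% in these data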;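 also: 0% = DMSO with enzyme and 100% = buffer with substrate but no TDP2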
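System – recombinant human TDP2 · Amount – 120 nM TDP2 per well · Buffer or medium – Mg2+-containing Tris-HCl buffer, pH 7.5 · Reagent – T5PNP substrate, 5 mM · Dosing – 12.8 µM single point, 1% DMSO · Incubation – 2 h at 37 °C · Measured by – epi absorbance · Read-out basis – percent inhibition · Benchmarks – high control without enzyme, low control DMSO plus TDP2 · Repeats – singlicate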
Numbers without * were called inactive; / = not tested or not shown.

1. CCOC(=O)C(NC(=O)CC)(Nc1ccc(S(=O)(=O)Nc2onc(C)c2C)cc1)C(F)(F)F (stereo not drawn)
2. COCCSc1nnc(NC(=O)C2CCN(C(=O)c3ccco3)CC2)s1
3. COc1ccc(C2=NOC(Cn3nc(C(=O)NCc4cccc(Br)c4)cc3-c3ccccc3)C2)cc1 (stereo not drawn)
4. O=C(CNC(=S)N(Cc1ccccc1)Cc1ccccc1F)NCCc1ccccc1
5. Cc1cccc(OCC(=O)NCC(c2cccs2)N2CCOCC2)c1 (stereo not drawn)
6. O=C(OCc1nc2scc(-c3ccccc3)c2c(=O)[nH]1)c1ccco1
7. O=C(Nc1cc(C(F)(F)F)ccc1N1CCOCC1)c1cccc(F)c1
8. CC(C)CN(C(=O)CSc1n[nH]c(-c2cccs2)n1)C1CCS(=O)(=O)C1 (stereo not drawn)

screen / no.,1,2,3,4,5,6,7,8
ADAM10 inh,-6,5,-6,18,-7,-9,-6,-95
ASAP1 GAP inh,7,-9,-10,-7,6,-13,-6,3
DDE Tn7 FP inh,1,-4,0,3,-2,3,2,-4
ARFGAP1 inh,5,-9,1,2,14,-5,11,-14
SIAE primary,1,-1,-9,-4,3,0,0,-2
ADAM17 inh,-1,-3,-5,8,-2,2,-5,-22
DDE Tn6 FP inh,6,2,1,-1,-3,-5,-3,-7
PLCg1 inh,-1,4,2,-1,-8,4,2,-14
PLCb3 inh,-2,1,1,-4,-10,-7,-2,-20
TDP2 inh,1,-5,5,-10,-8,2,0,-11

9. Cc1cc(NC(=O)c2ccc(C#N)cc2)on1
10. CCCCN1C(=O)c2ccc(C(=O)Nc3ccc(C)c(S(=O)(=O)N(C)C)c3)cc2C1=O
11. Cc1ccc(CN2CCNC(=O)C2CC(=O)N(Cc2c(C)nn(C)c2C)C2CC2)o1 (stereo not drawn)
12. O=C(Cn1c(O)c(/C=C2\C=Nc3ccccc32)sc1=O)Nc1ccc2c(c1)OCO2
13. COc1cccc(CNC(=O)c2cc3oc4ccccc4c3n2C)c1OC
14. CCOC(=O)c1c(NC(=O)c2cc3n(n2)C(C(F)(F)F)CC(c2ccccc2)N3)sc(C)c1C (stereo not drawn)
15. CCC(C)CCN1CCN=C1Nc1ccccc1 (stereo not drawn)
16. COc1ccc(N2CCN(C(CNS(C)(=O)=O)c3ccco3)CC2)cc1 (stereo not drawn)

screen / no.,9,10,11,12,13,14,15,16
ADAM10 inh,-5,-2,-5,-3,1,1,5,-2
ASAP1 GAP inh,6,8,-4,5,5,-4,3,-1
DDE Tn7 FP inh,-1,-1,4,-4,0,-1,-13,6
ARFGAP1 inh,10,-4,-5,1,5,3,14,-1
SIAE primary,2,-64,4,-3,9,2,1,1
ADAM17 inh,1,-5,-2,0,-1,2,3,1
DDE Tn6 FP inh,-1,0,-1,-2,-6,3,-5,-6
PLCg1 inh,2,-1,-2,1,2,-5,3,1
PLCb3 inh,2,-2,0,1,2,-23,3,3
TDP2 inh,4,5,5,0,12,1,1,8

17. C[C@@H]1CCN(C2CC2)S(=O)(=O)c2ccc(N3CC[C@@H](O)C3)cc2O1
18. COc1ccc(S(=O)(=O)N2CCC(C(=O)Nc3nnc(C)s3)CC2)cc1OC
19. COc1ccc(NC(=O)/C(C#N)=C\c2cc(OC)c(OCc3ccc(C(=O)O)cc3)cc2Br)cc1
20. O=C(CN1CCN(c2ccc(O)cc2)CC1)Nc1ccc2c(c1)OCCO2
21. Cc1occc1C(=O)NC(C)CCc1ccccc1 (stereo not drawn)
22. COc1cc2c(C#CCCCO)c(-c3ccc(C#N)cc3)oc(=O)c2cc1OC
23. O=S(=O)(c1cccc(COc2ccc(Cl)cc2Cl)c1)N1CCOCC1
24. Cc1noc(C)c1S(=O)(=O)N1CCC(C(=O)N2CCN(c3ccc(Cl)cc3)CC2)CC1

screen / no.,17,18,19,20,21,22,23,24
ADAM10 inh,-10,-2,0,8,-6,-166,0,-4
ASAP1 GAP inh,/,10,-5,6,3,-8,16,4
DDE Tn7 FP inh,2,-1,1,9,9,6,-2,1
ARFGAP1 inh,/,4,-3,12,-11,6,5,-1
SIAE primary,3,6,-1,9,4,3,-2,-2
ADAM17 inh,-4,-4,-5,-3,-4,-41,0,-3
DDE Tn6 FP inh,1,0,1,0,5,-3,-11,-8
PLCg1 inh,-2,6,-1,-2,-2,-136,-3,3
PLCb3 inh,1,-7,-3,-11,-1,-137,-9,2
TDP2 inh,4,17,2,5,-5,-4,1,7

25. COc1cc2cc(C(=O)N/N=C/c3ccccc3Cl)[nH]c2cc1OC
26. CN(C(=O)c1ccc(NC(=O)C2CCCN(C(=O)OC(C)(C)C)C2)cc1)C1CCC1 (stereo not drawn)
27. CC(=O)N(C)c1ccc(NC(=S)NCC(C)C)cc1
28. COc1ccc(NC(=O)c2sc(N3CCOCC3)nc2-c2ccccc2)c(OC)c1
29. CN(C)c1ccc(CNC23CN4CN(CN(C4)C2)C3)cc1
30. N#Cc1ccc(COC(=O)c2ccc(N3CCCC3)c([N+](=O)[O-])c2)cc1
31. CC(C)Cc1nnc(NC(=O)c2ccc(-n3cncn3)c([N+](=O)[O-])c2)s1
32. COc1cccc(OCc2cc(C(=O)N3CCNC(=O)C3Cc3ccccc3)no2)c1 (stereo not drawn)

screen / no.,25,26,27,28,29,30,31,32
ADAM10 inh,-23,5,-4,0,2,8,-23,-7
ASAP1 GAP inh,28*,-20,2,-4,-6,5,0,-4
DDE Tn7 FP inh,4,6,-5,7,9,7,1,6
ARFGAP1 inh,6,0,-9,1,-1,-2,-5,-19
SIAE primary,27*,0,3,0,1,-6,-4,1
ADAM17 inh,-14,0,-2,1,-5,0,2,4
DDE Tn6 FP inh,0,-1,-5,0,9,-11,-1,8
PLCg1 inh,-88,6,1,-57,0,-1,0,1
PLCb3 inh,-128,2,3,-66,2,-3,-1,1
TDP2 inh,4,1,-1,-9,0,-5,0,-5

33. CCOC(=O)[C@@]12CN(C(=O)OC(C)(C)C)CC=C1N(Cc1ccc(OC)cc1)C(=O)[C@H]2CC(=O)N1CCC(c2ccccc2)CC1
34. CCN(C(=O)CSc1nc2ccccc2c(=O)n1Cc1ccc(C)cc1)C1CCS(=O)(=O)C1 (stereo not drawn)
35. CC(c1ccco1)N(C(=O)c1ccc(F)cc1)c1ccccn1 (stereo not drawn)
36. COc1cccc(C(=O)NCCCNc2nc3cc(C)cc(C)c3cc2C#N)c1
37. CCCCNC(=O)CSc1nc2ccccc2c(=O)n1CC1COc2ccccc2O1 (stereo not drawn)
38. COc1ccc(C2CC(c3cccs3)=NN2C(=O)CSc2nnc(N)s2)cc1OC (stereo not drawn)
39. COC(C(=O)Nc1ccc(Br)cc1F)c1ccccc1 (stereo not drawn)
40. COC(=O)N/N=C(\C)c1ccccc1OC(F)F

screen / no.,33,34,35,36,37,38,39,40
ADAM10 inh,17,-8,-7,-89,17,-4,-2,-8
ASAP1 GAP inh,/,5,4,1,4,-3,3,7
DDE Tn7 FP inh,4,4,-2,-1,-2,-3,9,4
ARFGAP1 inh,/,-2,-5,-5,17,8,4,3
SIAE primary,-1,1,-2,5,11,3,2,-9
ADAM17 inh,6,-1,-1,-26,6,-4,-2,-4
DDE Tn6 FP inh,-2,-4,-2,0,-6,-5,0,-5
PLCg1 inh,-1,6,0,-17,13*,-3,3,-3
PLCb3 inh,4,-4,1,-27,7,-29,0,-4
TDP2 inh,-2,6,-4,5,-17,1,12,6

Five compounds already listed, ordered by the number in DDE Tn7 FP inh, falling.
entry | molecule | ADAM10 inh | ASAP1 GAP inh | DDE Tn7 FP inh | ARFGAP1 inh | SIAE primary | ADAM17 inh | DDE Tn6 FP inh | PLCg1 inh | PLCb3 inh | TDP2 inh
39 | COC(C(=O)Nc1ccc(Br)cc1F)c1ccccc1 (stereo not drawn) | -2 | 3 | 9 | 4 | 2 | -2 | 0 | 3 | 0 | 12
34 | CCN(C(=O)CSc1nc2ccccc2c(=O)n1Cc1ccc(C)cc1)C1CCS(=O)(=O)C1 (stereo not drawn) | -8 | 5 | 4 | -2 | 1 | -1 | -4 | 6 | -4 | 6
36 | COc1cccc(C(=O)NCCCNc2nc3cc(C)cc(C)c3cc2C#N)c1 | -89 | 1 | -1 | -5 | 5 | -26 | 0 | -17 | -27 | 5
37 | CCCCNC(=O)CSc1nc2ccccc2c(=O)n1CC1COc2ccccc2O1 (stereo not drawn) | 17 | 4 | -2 | 17 | 11 | 6 | -6 | 13* | 7 | -17
38 | COc1ccc(C2CC(c3cccs3)=NN2C(=O)CSc2nnc(N)s2)cc1OC (stereo not drawn) | -4 | -3 | -3 | 8 | 3 | -4 | -5 | -3 | -29 | 1

Continuation:
41. O=S1(=O)C[C@@H](N2CCN(c3ccccc3)CC2)[C@H](COCc2ccccc2)N1
42. Cc1ccc(NC(=O)C(C)Sc2nnc(-c3cccnc3)n2-c2ccccc2)cc1 (stereo not drawn)
43. Cn1c(N2CCCCC2)nc2c1c(=O)[nH]c(=O)n2C
44. COc1ccccc1C(=O)NC(CCSC)C(=O)NNC(=O)C(C)Oc1ccccc1F (stereo not drawn)

screen / no.,41,42,43,44
ADAM10 inh,-9,0,0,-2
ASAP1 GAP inh,9,10,-4,-11
DDE Tn7 FP inh,8,5,-7,2
ARFGAP1 inh,-3,-4,-6,-11
SIAE primary,-8,-5,0,4
ADAM17 inh,-2,-2,0,-3
DDE Tn6 FP inh,7,0,1,5
PLCg1 inh,-2,1,5,2
PLCb3 inh,1,1,3,1
TDP2 inh,-12,-6,10,8
